IL1B secr inh = inhibitors of inflammasome signaling (IL-1 beta secretion). THP-1 LPS/ATP IL-1B secretion, AlphaLISA, 16 h; active compounds read low. activity change, % at 57.5 µM. 360,000 tested, 4.7% active. AID 743279; in the data active means activity change below about -50%; inconclusive means mostly about -30% to -49%; further: on the % scale 0 is the no-effect control and ±100 the full control effect
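Secreted IL-1B measured by AlphaLISA bead assay after 16 h compound exposure of THP-1 cells; compounds (final up to 57.5 uM) added 1 h before LPS (250 ng/mL) and ATP (1.25 mM) stimulation; lower signal means less secretion.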
ATXN viability = viability counter-screen for ATXN expression inhibitors. S2 cells (HEK-293 line with an ATXN2-luciferase reporter) viability, CellTiter-Fluor protease fluorescence, 24 h. Potency, µM (top dose mostly 56.7 µM), usual class: cytotoxic. 400,000 tested, 0.49% active; further: potency means the concentration at half of the fitted maximal effect; nearly all actives have a fitted effect of over 40% in size
Nrf2 ARE act = activators of Nrf2 (ARE) signaling; AREc32 ARE-luciferase reporter (MCF7-derived line), luminescence, 24 h; Potency, µM (doses to about 46.1 µM), for the others: at the top dose activation, hits mostly activators; 410,000 tested, 0.31% active; AID 624171; further: potency means the concentration at half of the fitted maximal effect; % of control where 0% means no effect; nearly all actives have a fitted effect of over 65% in size
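For detection, Steady-Glo was added and plates sat 30 min at RT; before that, AREc32_Fluc cells grown overnight in OPTI-MEM/5% FBS had been treated with 23 nL compound for 24 hr at 37 deg C.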
TGFb SMAD3 inh = TGF-b pathway inhibition | HepG2 CAGA-GFP TGF-b/SMAD3 reporter, GFP fluorescence, 18 h; TGF-beta stimulated, 500 pg/mL final | Potency, µM (highest dose often 46.1 µM), for inactives: top-dose activity, negative = inhibition, usual class: inhibitors | 410,000 tested, 1.2% active; further: potency means the concentration at half of the fitted maximal effect; on the % scale 0 is the no-effect control and ±100 the full control effect; nearly all actives have a fitted effect of over 65% in size
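Inhibition of TGF-beta-driven CAGA-GFP reporter expression in HEPG2 cells is measured by cellular GFP fluorescence after 18 h stimulation with 500 pg/mL recombinant TGF-beta in 1% FBS medium at 37 degrees C.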
ATXN2 expr inh = reduces ATXN2 reporter expression in HEK-293 cells; HEK-293 ATXN2-luciferase reporter, luminescence, 24 h; 360,000 tested, 0.72% active; AID 1745845; Potency, µM (series often up to 57 µM), for inactives: at the top dose activity change, negative = inhibition, usual class: inhibitors; further: potency means the concentration at half of the fitted maximal effect; on the % scale 0 is the no-effect control and ±100 the full control effect; nearly all actives have a fitted effect of over 55% in size
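ATXN2-luciferase reporter cells (luciferase flanked by upstream and downstream ATXN2 gene portions) were treated 24 h at 37 °C with compounds at up to 57 uM. SteadyGlo luminescence gave expression; GF-AFC fluorescence gave viability.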
HepG2 viability = counter-screen for TGF-b inhibitors: cytotoxicity in HepG2 cells | HepG2 CAGA-GFP viability, ATP luminescence, 18 h | Potency, µM (highest dose often 46.1 µM), for inactives: at the top dose activity change, negative = cytotoxicity, actives largely listed as cytotoxic | 410,000 tested, 0.76% active; further: potency means the concentration at half of the fitted maximal effect; some results filed as inactive show a strong effect at the top dose
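HepG2 CAGA-GFP cells (1000/well, DMEM with 1% FBS) received compound, then TGF-beta at 500 pg/mL final, and were incubated 18 hours at 37 degrees C. Viability was read by CellTiter-Glo luminescence. Media-only wells were set as complete cell-killing and DMSO as no toxicity.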
MCF10A rerep = induces DNA re-replication in MCF 10a normal breast cells; Potency, µM (series often up to 46.1 µM), for the others: at the top dose activity, positive = re-replication, actives largely listed as activators; MCF 10A DNA re-replication, Hoechst nuclear intensity, 48 h; AID 624296; 350,000 tested, 2.9% active; further: potency means the concentration at half of the fitted maximal effect; % of control where 0% means no effect; nearly all actives have a fitted effect of over 50% in size
A549 viability = kills or reduces viability of A549 cells in Nrf2 counter-screen; 390,000 tested, 0.16% active; AID 504648; Potency, µM (titrated, usually from 46 µM), for the others: top-dose activity change, negative = cytotoxicity, most hits filed as inhibitors; A549 ARE-Fluc cells, CellTiter-Fluor viability, 18-24 h; further: potency means the concentration at half of the fitted maximal effect; on the % scale 0 is the no-effect control and ±100 the full control effect
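A549 ARE-Fluc cells in 5% FBS OPTI-MEM, 5000 cells/well, rested 2 h then exposed to compounds in concentration-response for 18-24 h at 37 °C. Viability by CellTiter-Fluor fluorescence (Ex 405/Em 525) after 30 min; luciferase luminescence (BugLite, 15 min, RT) read afterwards.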
Nrf2 inh = inhibitors of Nrf2 signaling; A549 ARE-Fluc reporter, luciferase luminescence, 18-24 h; Potency, µM (titrated, usually from 46 µM), without a hit: top-dose activity change, negative = inhibition, usual class: inhibitors; 360,000 tested, 2.1% active; AID 504444; further: potency means the concentration at half of the fitted maximal effect; on the % scale 0 is the no-effect control and ±100 the full control effect; nearly all actives have a fitted effect of over 60% in size
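Concentration-response testing used A549 ARE_Fluc cells at 5000 cells/well. Following an 18-24 h compound incubation, viability was read by fluorescence (Ex 405/Em 525) and luciferase output by luminescence.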
Starred values were filed as active, the others as inactive; i = inactive; ? = inconclusive; . = no result given; & = joins results of further samples; [ ] = another dose, or the depositor's remark. Unless noted, the call rests on the fitted dose curve; in most records, active means well fitted curve in the direction sought with a large enough effect; inconclusive means small, poorly fitted or top-dose-only effect, or another doubt; inactive means no such curve, though single readings can be large; an effect the other way counts as inactive or inconclusive.

SMILES	IL1B secr inh	ATXN viability	Nrf2 ARE act	TGFb SMAD3 inh	ATXN2 expr inh	HepG2 viability	MCF10A rerep	A549 viability	Nrf2 inh
CCN(CC)S(=O)(=O)c1ccc(N2CCCC2)c(NC(=O)c2ccncc2)c1	-13.2	i	-0.2%	-7.6%	.	13.7%	-0.6%	4.8%	16.5%
O=C(Nc1ccccc1-c1ccccc1)C1CCCCC1	10.3	i	0.4%	3.1%	21.7%	-4.0%	8.0%	3.5%	9.8%
CC(C)Oc1ccc(C(=O)Nc2ccc(N(C)C)cc2)cc1	-18.5	i	-0.8%	1.8%	13.4%	-24.5%	?	-6.5%[1.84 µM]	4.4%
CCOC(=O)C1=C(COC(=O)CSc2ccc(C)cc2C)NC(=O)NC1C (stereo unspecified)	10.0	i	-0.2%	0.0%	6.7%	-2.4%	0.9%	-3.9%	6.4%
CC1(C(=O)NS(=O)(=O)Cc2ccccc2)CCN1C(=O)CCc1ccccc1 (stereo unspecified)	20.8	i	0.3%	1.8%	12.0%	6.8%	.	.	.
COc1ccc(S(=O)(=O)N2CCC(C(=O)Nc3ccc4c(c3)OCCO4)CC2)cc1OC	22.0	i	0.2%	7.6%	-9.6%	-21.9%	2.1%	2.4%	20.6µM*
O=C(COc1cccc(Cl)c1)Nc1cc(S(=O)(=O)N2CCOCC2)ccc1N1CCOCC1	?	i	0.1%	-6.2%	.	-11.9%	3.7%	6.8%	-8.3%
COc1ccc(Cl)cc1NC(=O)Cn1ccn(-c2cc(C)cc(C)c2)c(=O)c1=O	.	.	-1.2%	-27.5%	.	-24.9%	.	-7.4%	3.9%
CCOC(=O)CN(C(=O)Cn1nnc2ccccc21)C(C(=O)NCCOC)c1ccccc1C (stereo unspecified)	14.4	i	-0.5%	3.9%	1.9%	-18.2%	?	-0.6%	?
Cc1cc(N2CCN(c3nnnn3-c3ccccc3)CC2)n2ncnc2n1	-20.6	i	-0.8%	7.5%	1.3%	-2.9%	-2.1%	3.1%	13.8%
COc1cccc(CCNC(=O)c2cnc3sc(N4CCCCCC4)nn3c2=O)c1	.	i	4.4%	-16.2%	0.8%	-13.0%	.	-3.9%	?
COc1cc2c(c3oc(-c4ccccc4)cc(=O)c13)C=CC(C)(C)O2	15.6	i	0.1%	?	-18.0%	-49.4%	?	-4.5%	?

For convenience, some entries already given.
SMILES	IL1B secr inh	ATXN viability	Nrf2 ARE act	TGFb SMAD3 inh	ATXN2 expr inh	HepG2 viability	MCF10A rerep	A549 viability	Nrf2 inh
CCN(CC)S(=O)(=O)c1ccc(N2CCCC2)c(NC(=O)c2ccncc2)c1	-13.2	i	-0.2%	-7.6%	.	13.7%	-0.6%	4.8%	16.5%
O=C(Nc1ccccc1-c1ccccc1)C1CCCCC1	10.3	i	0.4%	3.1%	21.7%	-4.0%	8.0%	3.5%	9.8%
CC(C)Oc1ccc(C(=O)Nc2ccc(N(C)C)cc2)cc1	-18.5	i	-0.8%	1.8%	13.4%	-24.5%	?	-6.5%[1.84 µM]	4.4%

Single records, from the list above. Values in the order: IL1B secr inh | ATXN viability | Nrf2 ARE act | TGFb SMAD3 inh | ATXN2 expr inh | HepG2 viability | MCF10A rerep | A549 viability | Nrf2 inh
COc1cc2c(c3oc(-c4ccccc4)cc(=O)c13)C=CC(C)(C)O2 as listed: 15.6 | i | 0.1% | ? | -18.0% | -49.4% | ? | -4.5% | ?
CCN(CC)S(=O)(=O)c1ccc(N2CCCC2)c(NC(=O)c2ccncc2)c1 as listed: -13.2 | i | -0.2% | -7.6% | . | 13.7% | -0.6% | 4.8% | 16.5%

(more compounds)
SMILES	IL1B secr inh	ATXN viability	Nrf2 ARE act	TGFb SMAD3 inh	ATXN2 expr inh	HepG2 viability	MCF10A rerep	A549 viability	Nrf2 inh
CCOC(=O)N1CCN(C(=O)c2cc3ccccc3o2)CC1	4.8	i	0.0%	16.2%	3.4%	-4.6%	3.3%	1.2%	?
COc1nnc(-c2ccc(N3CCOCC3)c(NC(=O)c3ccc(C)cc3)c2)c2ccccc12	-19.2	i	-0.5%	3.4%	-25.3%	-0.4%	?	-21.6%	?
CC(C)(C)c1ccc(C(=O)Nc2ccccc2C(=O)OCc2cc(=O)n3ccsc3n2)cc1	.	i	6.1%	-16.3%	19.7%	-1.2%	.	5.2%	.
CCN(CC(=O)Nc1c(F)cccc1F)C(=O)C1CCN(S(=O)(=O)c2ccc(C)cc2C)CC1	-18.3	i	-0.2%	6.3%	-3.3%	-3.1%	-3.8%	-0.8%	-2.3%
C/C(=C\c1ccccc1)CN1CCC(C(=O)N2CCC(C)CC2)CC1	-6.7	i	0.8%	3.7%	0.8%	-57.1%	7.4%[9.22 µM]	-0.9%	-17.4%
CCOC(=O)N(C)c1c(CC)nc2c(OCC(=O)C(C)(C)C)cccn12	7.7	i	-0.2%[9.22 µM]	34.6%[activator]	-3.2%	3.8%	.	.	.
O=C(Cn1cc(S(=O)(=O)Cc2cccc(Cl)c2)c2ccccc21)Nc1ccccc1C(F)(F)F	.	.	-0.6%	-26.4%	.	-19.9%	.	-10.5%	-17.9%
CC1CCC2(CC1)N=C(c1ccccc1)C(=O)N2CC(=O)Nc1ccc(F)c(Cl)c1 (stereo unspecified)	.	.	-0.3%	.	.	-29.1%	.	?	?
CC[C@@]12C(=O)N(c3cccc(F)c3)C(=O)N1[C@H](c1ccc(OC)cc1)[C@@H]1C(=O)N(C(C)(C)C)C(=O)[C@@H]12	21.8	i	-0.4%	-11.2%	9.4%	-5.5%	-6.9%	1.9%	7.2%
O=C(Cc1ccc(S(=O)(=O)N2CCOCC2)s1)Nc1ccc(N2CCOCC2)cc1	17.2	i	2.1%	26.2%	27.5%	37.5%	-42.0%[inhibitor]	-1.6%	-3.1%
COC(=O)c1cc(S(=O)(=O)NCCc2ccc(Cl)cc2)c[nH]1	-4.7	?	-2.2%	?	14.5%	-102.3%	1.5%	-3.2%	?
Cc1ccccc1OCC(=O)NCC(c1cccs1)N1CCOCC1 (stereo unspecified)	24.3	i	0.3%	?	-11.4%	-4.9%	-5.1%	-0.2%	?
CC(=O)c1ccc(-n2c(C)ccc2-c2ccccc2)cc1	-20.8	i	?	11.2%	33.4%	-16.3%	?	-15.3%	-27.0%
O=C(NCc1ccccn1)Nc1ccccc1Cl	-28.3	i	0.3%	-5.5%	12.2%	10.0%	?	9.0%	?
CN1CCN(C(=O)/C=C\C(=O)O)CC1	-0.8	i	1.2%	3.5%	2.5%	-17.3%	-2.4%	-1.8%	12.1%
CCC(=O)N1CCc2cc(S(=O)(=O)NC(Cc3ccccc3)C(=O)Nc3nccs3)ccc21 (stereo unspecified)	-3.7	i	0.1%	0.0%	13.2%	-11.6%	-0.8%&-27.2%	-0.9%	3.8%
COC(=O)c1cc(S(=O)(=O)Nc2cccc(-c3cnco3)c2)oc1C	0.0	i	0.5%	1.8%	2.8%	-15.6%	-2.4%	12.9%	9.0%
CCOC(=O)c1nn(-c2cccc(Cl)c2)c2nc(Nc3ccccc3)cc(=O)n12	1.4	?	2.8%	-1.1%	-1.7%	-1.7%	?	-9.4%	-6.7%
Cc1sc2ncnc(N3CCN(Cc4ccccc4)CC3)c2c1-c1ccc(F)cc1	-54.8*	i	0.0%	1.5%	-23.6%	1.3%	-0.5%	-0.1%	-25.1%
COc1cccc(OC)c1C(=O)NC(=S)Nc1cc(-c2nc3ccccc3[nH]2)ccc1Cl	i	i	7.9%	-12.0%	14.4%	-23.0%	?	3.3%	7.3%
O=C(Nc1cccc(S(=O)(=O)N2CCOCC2)c1)c1cn(-c2ccccc2)nc1-c1ccc(F)cc1	55.5	i	-1.8%	-8.5%	-17.4%	-69.5%	8.9%	3.9%	2.2%
CC(=O)Nc1ccc(CN(C)c2c(C)nc3ccc(C(=O)N4CCN(C(=O)c5ccco5)CC4)cn23)cc1	21.9	?	-0.6%	-0.4%	10.8%	-0.5%	.	.	.
Cc1c(NC(=O)C(=O)/C=C(\O)c2ccc(Cl)cc2)c(=O)n(-c2ccccc2)n1C	-56.4*	i	-0.3%	-6.4%	-3.2%	-17.3%	1.2%	1.0%	1.1%
COc1ccc(NC(=O)CSc2nnnn2C2CCCC2)cc1	-8.1	i	0.1%	-1.0%	.	7.4%	3.6%	-9.3%	12.3%
CCOC(=O)c1c(NC(=O)c2ccc(S(=O)(=O)N3CCOCC3)cc2)sc2c1CCN(C(C)C)C2	?	i	2.9%	-0.4%	-10.6%	-0.2%	?	-3.3%	12.1%
COc1ccc(NC(=O)c2ccc3c(c2)n(C)c(=O)n3C)cc1	-56.3*	i	?	29.6%	8.4%	-18.3%	?	13.3%	11.6%
O=C(O)Cn1cc(/C=C2/SC(=O)N(CC(=O)N3CCCCCC3)C2=O)c2ccccc21	15.6	?	0.3%	-7.8%	3.3%	6.2%	?	?	7.0%
CCN(CC)CCNC(=O)c1cc2c(=O)n(C)c3cc(Cl)ccc3c2s1	.	i	-0.6%	13.8%	-22.7%	-16.3%	.	9.2%	?
Cc1sc2nc(CSCC(=O)NC(C)(C)C)[nH]c(=O)c2c1C	23.8	i	-0.1%	-0.1%	.	-3.3%	?	-7.3%	-9.3%
COc1ccc(C(=O)Nc2ccccc2-c2nc3ccccc3s2)cc1OC	.	i	-0.3%	-2.4%	9.6%	9.2%	.	?	27.4%
COc1cc(-c2cc(C(=O)OCC(=O)Nc3ccc4c(c3)OCO4)c3ccccc3n2)cc(OC)c1OC	13.7	i	-0.6%	13.3%	5.8%	8.9%	15.5%	-4.1%	15.5%
NC(=O)[C@@H]1CCCN1Cc1c(C(=O)N2CCc3ccccc3C2)nc2ccc(Cl)cn12	39.7	i	4.0%	24.8%	1.7%	-6.4%	1.4%	-2.5%	14.4%
